Screening data (PubChem)
IEC-6 cytotox: IEC-6 cytotoxicity, counter-screen for KLF5 inhibitors. luminescence viability. inhibition, % at 5 µM. 290,000 tested, 0.78% active; in the data active = inhibition above about 22%;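 also: 0% = plate median of test compound wells and 100% = cytotoxic reference compound wells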
aSyn 5UTR inh: MLPCN primary screen, SNCA 5' untranslated region; alpha-synuclein 5'UTR reporter, inhibitor activity; inhibition, % (tested at 7.5 µM); 300,000 tested, 0.82% active; AID 1813; in the data active = inhibition above about 60%;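 also: H4 neuroglioblastoma cells stably carrying SNCA 5'UTR luciferase fusion; 0% = DMSO wells and 100% = positive control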
GSK3B inh: human GSK3beta kinase inhibition; GST-GSK3beta kinase, ADP-Glo luminescence, 60 min; active compounds read low; P49841; 300,000 tested, 0.038% active; activity score (negative = inhibition), % at 10 µM;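 active = more than half of replicate wells score below -50%, meaning over 50% inhibition versus plate controls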;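 also: 0% = median DMSO wells and -100% = median GW8510 positive control wells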
Target sequence (P49841 whole entry, looked up): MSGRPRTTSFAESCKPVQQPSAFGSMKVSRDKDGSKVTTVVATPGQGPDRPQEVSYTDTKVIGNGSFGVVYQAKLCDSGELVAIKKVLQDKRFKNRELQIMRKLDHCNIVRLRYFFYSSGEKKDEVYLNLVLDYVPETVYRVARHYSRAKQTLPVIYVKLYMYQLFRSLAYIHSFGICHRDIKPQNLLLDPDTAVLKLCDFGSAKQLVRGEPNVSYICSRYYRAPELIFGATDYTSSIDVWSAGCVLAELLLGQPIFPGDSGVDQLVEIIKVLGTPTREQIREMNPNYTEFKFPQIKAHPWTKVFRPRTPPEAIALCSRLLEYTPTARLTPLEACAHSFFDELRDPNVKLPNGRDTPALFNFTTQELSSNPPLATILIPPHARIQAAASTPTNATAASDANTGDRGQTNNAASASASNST
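Test system: GST-tagged human GSK3beta kinase, cell-free; evaluation: activity score scaled between in-plate DMSO and GW8510 controls; measured by: ADP-Glo luminescence; incubation: 60 min reaction, RT; benchmarks: DMSO and 20 µM GW8510; reagent: peptide substrate plus 25 µM ATP (final); medium: Tris/MgCl2 kinase buffer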
HSF-1 act: increases HSF-1 driven luciferase reporter signal; NIH3T3-HGL HSF-1 luciferase reporter, MG132, 8 h; 100% = twice DMSO control signal; activation, % at 9 µM; 300,000 tested, 1.7% active;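 active = mean replicate activation of at least 50% with a set share of replicates each reaching 50%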;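 also: 0% = median of the neutral control wells and 100% = twice that signal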
DYRK1A inh: inhibitors of rat Dyrk1A kinase; ADP-Glo luminescence, NFATc1 peptide; inhibition, % at 12.5 µM; 310,000 tested, 0.43% active; AID 504441; in the data active = inhibition above about 50%;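 also: plate controls were vehicle with enzyme for no effect and no enzyme for full effect; many of its hits are not listed in these tables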
KLF5 inhibitor: inhibitors of KLF5 expression; DLD-1 KLF5 promoter-luciferase reporter, luminescence; inhibition, % at 5 µM; 290,000 tested, 0.23% active; AID 1700;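 active = inhibition above a per-plate limit of that plate's mean compound inhibition plus 3 SD, cut at about 60% in these data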;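 also: 0% = DMSO wells and 100% = LY294002 at 200 µM; higher means less KLF5 promoter-driven luciferase light; inactives centre near -14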
HSP90 refold inh: HSP90 refolding inhibition in rabbit reticulocyte lysate | luciferase refolding luminescence, 3 h | inhibition, % at 5.6 µM | 290,000 tested, 0.91% active;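 active = inhibition above the screen-wide mean plus 3 SD, computed separately per campaign, cut at about 16% in these data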;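 also: 0% = DMSO wells and 100% = 60 µM geldanamycin wells; inhibitors lower the luminescence because luciferase stays unfolded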
HSF1 inh: HSF1 inhibition. NIH3T3-HGL HSE-luciferase, MG132-induced, luminescence 8 h; active compounds read low. activity change, negative = inhibition, % at 7.5 µM (by protocol). 300,000 tested, 0.77% active;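 active = more than half of replicate wells show activity change below -50%, luminescence cut by over half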;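 also: luciferase reports HSF-1 transcriptional activity via heat shock element; 0% = median of DMSO wells and -100% = zero luminescence signal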
GSK3 alpha inh: human GSK-3 alpha kinase inhibition. P49840. ADP-Glo luminescence, 60 min. inhibition, % at 10 µM. 320,000 tested, 0.1% active. AID 2650;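 in the data active = inhibition above about 50%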;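 also: GST-tagged GSK-3 alpha with peptide substrate and 25 µM ATP; 0% = DMSO neutral wells and 100% = GW8510 positive control wells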
Target sequence (P49840 whole entry, looked up): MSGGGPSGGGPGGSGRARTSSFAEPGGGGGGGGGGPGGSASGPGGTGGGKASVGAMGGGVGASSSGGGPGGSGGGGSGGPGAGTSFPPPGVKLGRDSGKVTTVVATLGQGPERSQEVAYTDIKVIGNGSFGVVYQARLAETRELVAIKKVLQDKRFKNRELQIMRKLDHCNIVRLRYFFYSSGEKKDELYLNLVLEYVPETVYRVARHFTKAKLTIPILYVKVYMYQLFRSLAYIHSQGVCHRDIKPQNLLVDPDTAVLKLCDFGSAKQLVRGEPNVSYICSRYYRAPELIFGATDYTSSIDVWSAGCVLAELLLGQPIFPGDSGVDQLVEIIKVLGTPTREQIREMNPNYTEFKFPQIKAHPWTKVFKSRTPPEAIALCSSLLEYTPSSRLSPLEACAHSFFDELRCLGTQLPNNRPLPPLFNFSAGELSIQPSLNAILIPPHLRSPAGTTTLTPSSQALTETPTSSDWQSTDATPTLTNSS
Platelet DG rel: platelet dense granule release activity | human platelet-rich plasma, SFLLRN dense granule ATP release, luminescence | 300,000 tested, 0.22% active | inhibition, %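 (compounds screened at 7.5 µM in platelet-rich plasma)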;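 active = mean replicate score, as percent of positive control, at or above 50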
Active calls of the source: *; . = not tested or not shown.

SMILES | IEC-6 cytotox | aSyn 5UTR inh | GSK3B inh | HSF-1 act | DYRK1A inh | KLF5 inhibitor | HSP90 refold inh | HSF1 inh | GSK3 alpha inh | Platelet DG rel
O=C1c2ccccc2C(=O)N1S(=O)(=O)c1ccccc1 | 5 | -5 | -1 | -2 | -6 | -33 | 0 | -7 | 1 | 4
Cc1sc(-c2cccnc2)nc1OC(=O)C1CC1 | 1 | 2 | -2 | -2 | -4 | -23 | -4 | -3 | 1 | -3
S=C1NC(c2ccccc2)N2C(=S)NC(c3ccccc3)N12 (stereo not drawn) | -8 | -53 | 3 | 17 | 2 | -32 | 0 | 3 | -4 | 6
CC(=O)C1=C(c2ccccc2)OC(N)=C(C#N)C1c1ccc(O)cc1 (stereo not drawn) | -4 | -4 | -8 | 13 | 34 | -22 | 1 | -6 | 9 | 0
COC(=O)c1ccc(Sc2ccc(C)cc2)c(N)c1 | -8 | -141 | 3 | 2 | 6 | -66 | -1 | -3 | -4 | 5
Cc1cc(C)c2c(=O)[nH]cnc2n1 | 1 | 12 | 2 | -5 | 1 | 6 | 0 | -1 | 1 | 12
CCCc1nnc(SCC(=O)Nc2ccccc2Cl)n1CC1CCCO1 (stereo not drawn) | 0 | 10 | 1 | 9 | 2 | 14 | -3 | -3 | 4 | 0
C=CCNC(=O)/C(C#N)=C/c1ccc(C(=O)O)cc1 | -1 | -2 | 2 | -3 | . | -29 | 0 | 0 | . | 2
c1ccn2c(SCc3cn4ccsc4n3)nnc2c1 | 0 | -166 | 0 | 13 | 3 | -69 | 2 | 7 | 0 | -7
Cc1ccc(NC(=O)C2CC(=O)N/C(=N/N=C/c3ccco3)S2)cc1 (stereo not drawn) | -5 | -10 | 2 | -18 | 0 | 1 | -2 | -16 | -1 | -3
COC(=O)[C@@H]1C[C@@H]2CC[C@@H](O)C[C@@H]2N1Cc1ccc(C(F)(F)F)cc1 | . | -1 | 0 | -3 | . | . | . | 4 | 0 | 10
Cc1ccc(NC(=O)C2CCN(C(=O)c3ccccc3C)CC2)nc1 | . | -14 | -2 | 0 | . | . | . | -8 | -3 | -1
CCOC(=O)N1CCN(Cc2nc3c(c(=O)[nH]c(=O)n3C)n2Cc2cc(C)ccc2C)CC1 | 2 | 7 | 3 | 1 | -8 | -14 | 1 | 2 | 0 | -2
CCOc1nc(-c2ccccc2)ccc1-c1noc(-c2ccncc2)n1 | 0 | -13 | 1 | -7 | -3 | -11 | 1 | -5 | 4 | -4
CCC1(C)Cc2ccccc2-c2c1c(=O)n(Cc1ccccc1)c1nnnn21 (stereo not drawn) | -5 | 3 | 4 | -44 | -2 | -2 | -4 | -32 | 5 | 0
COc1cccc(NC(=O)CSc2nnc(Cn3nnc4ccccc43)n2C)c1 | 7 | 17 | 1 | 6 | 10 | 5 | -4 | -13 | 0 | -3
c1ccc2c(c1)OCc1cn[nH]c1-2 | 6 | -6 | 5 | -14 | 12 | -27 | 3 | -11 | -1 | -7
COc1ccccc1OCCOCCOc1ccccc1Cl | -7 | -40 | -1 | 0 | 0 | -10 | 4 | -4 | -4 | 6
C=CCN(CC(O)c1cccc([N+](=O)[O-])c1)C(C)CCc1ccccc1 (stereo not drawn) | 1 | -16 | 1 | -83 | -4 | -5 | -3 | -78* | 0 | 0
Cc1ccc(OCC(=O)NC(=S)Nc2ccc(Br)c(C)n2)cc1 | -3 | 16 | -1 | -18 | 4 | -51 | -3 | -4 | -2 | -6

Some of the entries above, reformatted:
molecule	IEC-6 cytotox	aSyn 5UTR inh	GSK3B inh	HSF-1 act	DYRK1A inh	KLF5 inhibitor	HSP90 refold inh	HSF1 inh	GSK3 alpha inh	Platelet DG rel
Cc1cc(C)c2c(=O)[nH]cnc2n1	1	12	2	-5	1	6	0	-1	1	12
CCCc1nnc(SCC(=O)Nc2ccccc2Cl)n1CC1CCCO1 (stereo not drawn)	0	10	1	9	2	14	-3	-3	4	0

Additional records follow.
SMILES | IEC-6 cytotox | aSyn 5UTR inh | GSK3B inh | HSF-1 act | DYRK1A inh | KLF5 inhibitor | HSP90 refold inh | HSF1 inh | GSK3 alpha inh | Platelet DG rel
Cn1nc(C(=O)OCCN2C(=O)c3ccccc3C2=O)c2ccccc2c1=O | 6 | -3 | -1 | 3 | 3 | -17 | 3 | 5 | -20 | -5
CC(C)n1cc(CN2CCC(Oc3ccc(C(=O)N4CCCCC4)cc3)CC2)cn1 | -2 | -13 | -1 | 1 | -2 | -51 | -6 | -5 | -2 | 6
O=C(NCC(c1ccco1)N1CCCC1)c1ccccc1F (stereo not drawn) | -3 | 8 | 1 | -8 | -1 | -35 | 7 | -3 | -5 | 2
O=C(CSc1ccc2c(c1)OCCO2)Nc1ccc(Br)cn1 | 4 | 11 | -24 | -5 | 6 | -19 | -3 | -1 | 14 | -4
CCn1c(SC)nnc1-c1nn(-c2ccccc2)ccc1=O | 5 | 26 | 2 | -13 | 3 | -11 | 1 | -3 | -2 | -2
Cc1nn(Cc2ccc(C(=O)NC(C)(C)C)o2)c(C)c1Br | 1 | -32 | -2 | -13 | 2 | -51 | -1 | -9 | -2 | -8
c1ccc(CC2CCN(Cc3nc(-c4ccccc4)no3)CC2)cc1 | -1 | -25 | -1 | 0 | 2 | -20 | 2 | -5 | -1 | -5
O=C(Nc1cccc(-c2nnc(-c3ccccc3)o2)c1)C1CCCCC1 | -2 | -105 | 0 | 35 | -9 | -30 | 1 | 21 | -1 | 4
CCCNC(=S)Nc1ccc(CC(=O)OC)cc1 | 2 | 11 | -2 | 9 | . | -8 | 4 | -10 | 0 | -4
COc1ccc(N(C(=O)c2ccncc2)S(=O)(=O)c2cccs2)cc1 | 1 | 7 | 1 | 0 | 2 | -21 | 3 | -8 | -2 | 14
COc1ccc(S(=O)(=O)N(CC(=O)NN=C2CCN(C)CC2)c2ccc(C)cc2)cc1OC | 2 | 22 | 1 | -3 | . | 5 | -4 | 4 | -2 | 8
O=C(/C=C/c1c(Cl)cccc1Cl)NCCCn1ccnc1 | . | -12 | -3 | 1 | . | . | . | 3 | 1 | -6
Cc1ccc(S(=O)(=O)N(C)C)cc1NC(=O)COC(=O)/C=C/c1cnc2ccccc2n1 | 4 | -9 | 4 | 25 | -2 | 14 | 3 | 17 | -2 | 12
S=C(NCc1ccco1)N1CCN(Cc2ccco2)CC1 | -1 | 25 | 2 | -5 | 5 | -3 | -3 | -4 | -1 | 3
COc1cccc(-c2csc(NC(C)=O)n2)c1 | 5 | -181 | -3 | -22 | -7 | -101 | -1 | -2 | 0 | -41
CC(=O)c1ccc(S(=O)(=O)N2CCC(Oc3ccc(-n4cnnn4)cc3)CC2)cc1 | -9 | -7 | -2 | -11 | -12 | -6 | -2 | -3 | 0 | 8
CCCOc1ccc(N2C(=O)CC(NCCNc3ccc([N+](=O)[O-])cn3)C2=O)cc1 (stereo not drawn) | 0 | 3 | 1 | 19 | 2 | 6 | 0 | 6 | 1 | 0
Cc1ccccc1OCC(=O)Nc1ccccc1C(=O)NC1CC1 | . | 0 | 0 | -2 | 2 | . | . | 2 | -2 | -10
Cc1ccc(Cl)cc1NC(=O)COC(=O)c1ccc(COc2ccc3c(C)cc(=O)oc3c2)cc1 | 3 | . | . | . | . | -5 | 5 | . | -5 | .
COc1cc(OC)c(NC(=O)CCc2nc(-c3ccc(C)cc3)no2)cc1Cl | -8 | -44 | 3 | 31 | 9 | -16 | -1 | 3 | -2 | -2
CCn1cc(S(=O)(=O)CC(=O)Nc2ccc(C)cc2)c2ccccc21 | -4 | 3 | -2 | -14 | -7 | -24 | -3 | -2 | -1 | 5
Cn1nnnc1SCCNC(=O)C1CCC(=O)N(Cc2ccc(Cl)cc2)C1 (stereo not drawn) | 1 | -4 | 3 | -3 | 3 | 1 | 1 | 0 | -1 | 0
CCc1c(C)sc(NC(NC(C)=O)(C(=O)OC)C(F)(F)F)c1C#N (stereo not drawn) | -1 | 18 | 2 | -19 | -8 | 3 | 1 | -4 | -1 | 12
Cc1ccc(Nc2nc3ccccc3c(=O)s2)cc1C | 5 | 39 | 6 | 28 | 0 | -10 | -2 | 7 | -1 | 19
Cc1cc(O)c(/C=N/c2ccccn2)c(=O)o1 | -2 | 12 | 6 | -10 | 3 | -2 | 1 | -6 | -1 | 10
CC(C)CC(=O)NN1CCCCC1 | 3 | 3 | 4 | -11 | 2 | -14 | 1 | -10 | 0 | -4
Cc1cc(C)nc(/N=c2/ssnc2Cl)c1 | 2 | 15 | 4 | 9 | 3 | -28 | 3 | 11 | 1 | -8
C/C(=N\NC=O)c1ccncc1 | -5 | 13 | 4 | -1 | 11 | -29 | 0 | -6 | 1 | 0
CCCCn1c(N)c(N(CC(C)C)C(=O)c2ccc(N(C)S(=O)(=O)c3ccc(C)cc3)cc2)c(=O)[nH]c1=O | . | -9 | -2 | 7 | -6 | . | . | 0 | -1 | 19
O=C(NCCCCCNC(=O)c1ccccn1)c1ccccn1 | 5 | 3 | 0 | -9 | 0 | 19 | 5 | -1 | 1 | -4
Cc1cccc(C(=O)N[C@H](C(=O)Nc2nccs2)C(C)C)c1 | -6 | 3 | -1 | 11 | -1 | -4 | 5 | 3 | 0 | -8
CN(C)S(=O)(=O)c1cccc(NC(=O)c2ccc3c(c2)S(=O)(=O)N=C2CCCCCN23)c1 | . | 2 | 1 | -4 | . | . | . | -6 | 0 | 0
COc1cc(/C=N/NC(=O)c2cc(C34CC5CC(CC(C5)C3)C4)[nH]n2)ccc1O | -2 | 14 | -1 | -9 | 45 | -16 | 6 | -7 | -2 | 21
COc1cc(/C=N/O)ccc1Oc1cnccn1 | 2 | 16 | 0 | 13 | 0 | -28 | -1 | -5 | 0 | 3
N#Cc1c(-c2ccccc2)nc(SCc2cccc(C(F)(F)F)c2)[nH]c1=O | -11 | 10 | 1 | -3 | -4 | -37 | -4 | 3 | -3 | 0
Cn1c(=O)c2c(nc(CN3CCN(c4ccc(F)cc4)CC3)n2Cc2ccccc2F)n(C)c1=O | 0 | 25 | 1 | -6 | 2 | -12 | -4 | 7 | -1 | -3
Cc1ccc2oc(C(=O)NCC3CCOCC3)c(C)c2c1 | 2 | -14 | 3 | 15 | 6 | -28 | 12 | 3 | -1 | 3
CN1CCN(C(=O)c2cc(-c3ccco3)on2)CC1 | -1 | -9 | 0 | -7 | -2 | -28 | 2 | -1 | . | -2
C=C(C)Cn1c(-c2ccc(OC)cc2)nc2ccccc21 | -2 | 6 | -2 | 35 | -1 | 13 | -1 | 21 | -2 | -10
CCOc1ccc(S(=O)(=O)N2CCCCC2)cc1NC(=O)c1c(CC)noc1C | . | 0 | 0 | 8 | -4 | . | . | 6 | -2 | 9
Cc1cnc(C(=O)NC2CCSc3ccccc32)cn1 (stereo not drawn) | -2 | -8 | 1 | 2 | -6 | -4 | 0 | 7 | 2 | -5
O=C(COC(=O)c1ccc[nH]c1=O)NC1CCCCC1 | 2 | -16 | 3 | -19 | -5 | 6 | -1 | -7 | -5 | 0

A portion of the library; rates above refer to the full screens.
